M5 ag: agonists of human muscarinic M5 receptor (CHRM5); P08912; CHO-K1 hM5 cells, Fluo-8 calcium fluorescence; 0% DMSO wells, 100% maximal acetylcholine response; activation, % at 3 µM; 360,000 compounds, 0.19% hits;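 active = activation above the run's mean over test compounds plus 3 SD, cut at about 23% in these data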;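 also: signal is peak over basal fluorescence ratio across the kinetic read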
Target sequence (P08912 whole entry, looked up): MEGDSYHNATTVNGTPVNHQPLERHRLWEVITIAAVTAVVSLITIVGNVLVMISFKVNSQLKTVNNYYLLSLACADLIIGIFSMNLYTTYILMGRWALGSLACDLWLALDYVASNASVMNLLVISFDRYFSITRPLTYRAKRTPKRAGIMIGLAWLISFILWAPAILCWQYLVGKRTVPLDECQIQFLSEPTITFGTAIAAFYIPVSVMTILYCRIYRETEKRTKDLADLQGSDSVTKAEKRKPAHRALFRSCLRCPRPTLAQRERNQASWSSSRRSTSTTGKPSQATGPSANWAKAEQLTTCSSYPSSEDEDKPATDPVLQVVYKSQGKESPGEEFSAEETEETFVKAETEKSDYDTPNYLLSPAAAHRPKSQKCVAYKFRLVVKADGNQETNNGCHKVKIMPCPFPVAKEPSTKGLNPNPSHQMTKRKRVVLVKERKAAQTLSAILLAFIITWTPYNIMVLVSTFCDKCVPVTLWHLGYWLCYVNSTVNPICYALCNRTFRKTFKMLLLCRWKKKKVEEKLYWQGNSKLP
M4 PAM: CHRM4 positive allosteric modulation | activation, % at 3 µM | AID 624126 | CHO-K1 hM4/Gqi5, Fluo-8 calcium fluorescence, ACh EC20; 0% = ACh EC20, 100% = maximal ACh | P08173 | 360,000 compounds, 0.4% hits;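 active = activation above its plate's cutoff, the mean activation of sample wells plus 3 SD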; also: some results filed as inactive read as strong as hits
Target sequence (P08173 whole entry, looked up): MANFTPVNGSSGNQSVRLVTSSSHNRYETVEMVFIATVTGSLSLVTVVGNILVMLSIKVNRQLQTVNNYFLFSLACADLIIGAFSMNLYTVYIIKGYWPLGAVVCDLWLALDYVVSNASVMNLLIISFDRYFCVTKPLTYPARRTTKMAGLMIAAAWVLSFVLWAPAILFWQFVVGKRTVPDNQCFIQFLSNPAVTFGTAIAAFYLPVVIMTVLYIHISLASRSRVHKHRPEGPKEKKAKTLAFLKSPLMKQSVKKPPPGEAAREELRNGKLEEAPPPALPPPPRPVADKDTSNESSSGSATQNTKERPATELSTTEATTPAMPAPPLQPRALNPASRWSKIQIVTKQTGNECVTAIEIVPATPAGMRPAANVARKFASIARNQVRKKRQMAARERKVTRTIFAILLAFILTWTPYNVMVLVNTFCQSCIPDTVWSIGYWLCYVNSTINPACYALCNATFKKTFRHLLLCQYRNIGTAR
CHRM5 antagonist: blocks acetylcholine activation of human M5 receptor; 360,000 compounds, 0.59% hits; CHO-hM5 cells, Fluo-8 calcium fluorescence, ACh EC80; inhibition, % at 3 µM;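 active = inhibition above a per-plate cutoff, the mean of that plate's test compounds plus 3 SD, cut at about 27% in these data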;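 also: 0% = acetylcholine EC80 with DMSO and 100% = DMSO without agonist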
M4 ag: agonists of human muscarinic M4 receptor (CHRM4); CHO-K1 hM4/Gqi5, Fluo-8 calcium fluorescence; vehicle 0%, full acetylcholine response 100%; activation, % at 3 µM; 360,000 compounds, 0.14% hits; AID 624127;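 active = activation above the run mean over all test wells plus 3 SD, cut at about 32% in these data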;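 also: peak over basal fluorescence ratio per well then scaled between controls; 0% = DMSO wells and 100% = acetylcholine at EC100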
M1 ag parental: nonselective activator or artifact in parental CHO-K1 cells; Fluo-8 calcium fluorescence; scaled to maximal ATP response, vehicle zero; activation, % at 3 µM; 360,000 compounds, 0.48% hits; in the data active = activation above about 15%;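 also: untransfected CHO-K1 host cells lacking M1 receptor as counterscreen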
CHO-K1 Ca antag: nonselective inhibitor or artifact in parental CHO-K1 cells; ATP-induced calcium, Fluo-8 fluorescence; inhibition, % at 3 µM; 360,000 compounds, 0.6% hits; AID 602250;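 active = inhibition above a per-plate cutoff, the plate's mean sample inhibition plus 3 SD, cut at about 24% in these data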;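 also: 0% = DMSO plus EC80 ATP and 100% = DMSO alone without ATP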
CHRM4 antagonist: blocks acetylcholine activation of human M4 receptor. P08173. CHO-hM4 cells, ACh EC80, Fluo-8 calcium fluorescence. inhibition, % at 3 µM. 360,000 compounds, 0.73% hits. AID 624125;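 active = inhibition above its plate's cutoff, the mean inhibition of sample wells plus 3 SD, cut at about 27% in these data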;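 also: 0% = acetylcholine EC80 with DMSO and 100% = DMSO without agonist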
M5 PAM: potentiates acetylcholine response at human M5 receptor. P08912. CHO-K1 hM5, Fluo-8 calcium, ACh EC20 PAM; 0% = ACh EC20, 100% = ACh EC100. activation, % at 3 µM. 360,000 compounds, 0.3% hits. AID 624038;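 active = activation above the run cutoff, the mean activation of all test compounds plus 3 SD, cut at about 18% in these data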
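Assay system: CHO-K1 hM5 cells / Incubation: Fluo-8 loading 80 min at 37 °C plus 30 min room temperature / Technique: Fluo-8 calcium dye fluorescence, kinetic read / Repeats: single replicate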
CHO-K1 Ca PAM: counter-screen for M1 PAMs: effect in parental CHO-K1 cells; ATP EC20, Fluo-8 calcium fluorescence; 0% at ATP EC20, 100% at ATP max; activation, % at 3 µM; 360,000 compounds, 0.02% hits; AID 602247;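 active = activation above the run cutoff, the mean activation of all test compounds plus 3 SD, cut at about 40% in these data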;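 also: peak over basal fluorescence ratio in a 140 s read after ATP addition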
* = called active by the depositor.

1	CCOC(=O)C(=O)NC(C)CCc1ccccc1 (stereo unspecified)
2	Cc1ccc(NS(=O)(=O)c2cc(C(=O)N3CCOCC3)ccc2C)cc1
3	CCOC(=O)Cc1nnc(Nc2ccc(C)cc2)c2ccccc12
4	NC(Cc1ccc(C(F)(F)F)cc1)c1csc(NC(=O)Nc2ccccc2Cl)n1 (stereo unspecified)
5	CCOC(=O)C(C)Sc1ncc(-c2ccc(Cl)cc2)cn1 (stereo unspecified)
6	Cc1cccc(C)c1NC(=O)C(c1ccccc1)N1CCN(C(=O)c2ccco2)CC1 (stereo unspecified)
7	COC(=O)Nc1sc2c(c1C(=O)NCc1ccco1)CCCC2
8	Cc1ccc(C(=O)C(OC(=O)c2c(C)cc(=O)oc2C)c2ccccc2)cc1 (stereo unspecified)
Screen / compound no. | 1 | 2 | 3 | 4 | 5 | 6 | 7 | 8
M5 ag | 2 | 2 | -6 | 1 | -6 | 1 | 0 | -4
M4 PAM | 5 | 10 | 1 | 8 | -12 | 12 | -1 | 4
CHRM5 antagonist | 0 | 9 | 2 | 0 | 12 | -1 | 4 | 11
M4 ag | 0 | 2 | -3 | 5 | -1 | 2 | 0 | 1
M1 ag parental | 2.5 | 1.4 | -0.9 | 0.7 | 0.9 | 0.6 | -0.1 | 1.5
CHO-K1 Ca antag | -11 | -22 | 16 | 3 | -6 | 6 | -18 | 4
CHRM4 antagonist | 1 | -4 | 5 | -10 | 5 | 2 | 4 | -2
M5 PAM | 1 | 1 | -3 | -2 | -6 | -1 | -2 | -5
CHO-K1 Ca PAM | 19 | 9 | -4 | 9 | 18 | -8 | -1 | 7

9	CCc1nnc(NC(=O)c2ccc(N(C)S(=O)(=O)c3ccccc3)cc2)s1
10	CCCn1c(CCC(=O)Nc2ccccc2Cc2ccccc2)nc2cc(S(=O)(=O)N3CCOCC3)ccc21
11	Cc1cc(C([O-])=C(C(=S)Nc2ccccc2)[n+]2ccccc2)c(C)n1-c1ccccc1
12	O=C(CN1Cc2ccccc2C1=O)Nc1ccc2c(c1)OCCO2
13	Cc1ccc(-c2nc3ccc(C)cn3c2Cc2ccsc2)cc1
14	Cc1cccc(C)c1NC(=O)NCCCN1CCN(c2ccccc2)CC1
15	COc1cccc(NC(=O)CN(C)CC(=O)Nc2ccccc2-c2ccccc2)c1
16	CC(=O)N(CN1C(=O)c2ccccc2C1=O)c1cccc(C)c1
Screen / compound no. | 9 | 10 | 11 | 12 | 13 | 14 | 15 | 16
M5 ag | 7 | -3 | -6 | 0 | -3 | -7 | -1 | -5
M4 PAM | 0 | -3 | -2 | -7 | -3 | 9 | 3 | 4
CHRM5 antagonist | -4 | 4 | 9 | -8 | -4 | 8 | 6 | -4
M4 ag | 1 | 5 | 0 | 2 | 0 | 1 | 4 | 1
M1 ag parental | 1.2 | 1.3 | -0.4 | 0.0 | 1.2 | -0.1 | 0.5 | 0.4
CHO-K1 Ca antag | -1 | -9 | 16 | -9 | 9 | -2 | -12 | -10
CHRM4 antagonist | 2 | 1 | 3 | -5 | -2 | -10 | -6 | -5
M5 PAM | 0 | -4 | -1 | 5 | 4 | 2 | 5 | 2
CHO-K1 Ca PAM | 8 | 20 | -25 | 1 | 6 | -3 | -2 | 21

By substructure: those above with sulfur
2	Cc1ccc(NS(=O)(=O)c2cc(C(=O)N3CCOCC3)ccc2C)cc1
4	NC(Cc1ccc(C(F)(F)F)cc1)c1csc(NC(=O)Nc2ccccc2Cl)n1 (stereo unspecified)
5	CCOC(=O)C(C)Sc1ncc(-c2ccc(Cl)cc2)cn1 (stereo unspecified)
7	COC(=O)Nc1sc2c(c1C(=O)NCc1ccco1)CCCC2
9	CCc1nnc(NC(=O)c2ccc(N(C)S(=O)(=O)c3ccccc3)cc2)s1
10	CCCn1c(CCC(=O)Nc2ccccc2Cc2ccccc2)nc2cc(S(=O)(=O)N3CCOCC3)ccc21
11	Cc1cc(C([O-])=C(C(=S)Nc2ccccc2)[n+]2ccccc2)c(C)n1-c1ccccc1
13	Cc1ccc(-c2nc3ccc(C)cn3c2Cc2ccsc2)cc1
Screen / compound no. | 2 | 4 | 5 | 7 | 9 | 10 | 11 | 13
M5 ag | 2 | 1 | -6 | 0 | 7 | -3 | -6 | -3
M4 PAM | 10 | 8 | -12 | -1 | 0 | -3 | -2 | -3
CHRM5 antagonist | 9 | 0 | 12 | 4 | -4 | 4 | 9 | -4
M4 ag | 2 | 5 | -1 | 0 | 1 | 5 | 0 | 0
M1 ag parental | 1.4 | 0.7 | 0.9 | -0.1 | 1.2 | 1.3 | -0.4 | 1.2
CHO-K1 Ca antag | -22 | 3 | -6 | -18 | -1 | -9 | 16 | 9
CHRM4 antagonist | -4 | -10 | 5 | 4 | 2 | 1 | 3 | -2
M5 PAM | 1 | -2 | -6 | -2 | 0 | -4 | -1 | 4
CHO-K1 Ca PAM | 9 | 9 | 18 | -1 | 8 | 20 | -25 | 6

(next part)
17	O=C(O)COc1ccccc1/C=N/NC(=O)CNC(=O)c1ccco1
18	COC1=C/C(=C/c2c(N)n3cc(C)sc3nc2=O)C=CC1=O
19	O=C(COC(=O)c1cncc(Br)c1)NCCC1=CCCCC1
20	O=C(Nc1nc(-c2cccc([N+](=O)[O-])c2)cs1)C(c1ccccc1)c1ccccc1
21	CCCCn1c(N)c(N(CC(C)C)C(=O)c2cccc(S(=O)(=O)N3CC(C)OC(C)C3)c2)c(=O)[nH]c1=O (stereo unspecified)
22	Cc1nn(-c2ccccc2)c(=S)c2ccccc12
23	CCOc1cccc(C(=O)NC(=S)Nc2ccc3c(c2)OCCO3)c1
24	CCCn1c(C(=O)OC)cc2c1ccn2-c1ccc(F)cc1
Screen / compound no. | 17 | 18 | 19 | 20 | 21 | 22 | 23 | 24
M5 ag | 1 | 4 | -3 | 1 | 2 | -2 | -2 | 11
M4 PAM | -2 | -2 | -2 | 9 | -1 | 0 | 0 | 7
CHRM5 antagonist | 10 | 4 | -5 | -5 | 4 | -3 | 10 | -11
M4 ag | 1 | 2 | 1 | 0 | 0 | 1 | -2 | -1
M1 ag parental | 1.1 | 2.2 | 0.4 | 0.1 | 0.5 | 0.1 | 0.9 | 0.1
CHO-K1 Ca antag | -16 | 2 | -4 | -10 | -3 | 1 | -9 | 1
CHRM4 antagonist | 3 | -2 | -3 | 12 | -4 | -2 | 3 | -18
M5 PAM | 0 | -9 | 2 | 2 | -2 | 3 | 2 | 19*
CHO-K1 Ca PAM | 14 | 5 | 12 | 18 | 4 | -2 | 9 | 3

25	COC(=O)c1ccc2nc(-c3ccc(F)cc3)c(Cc3ccccc3OC)n2c1
26	Cc1c(NC(=S)NC(=O)c2cccc(Br)c2)c(=O)n(-c2ccccc2)n1C
27	O=c1oc(Nc2ccc(F)cc2)nc2ccccc12
28	COc1cc(-c2c(NC(=O)c3ccco3)oc3c(C)cccc3c2=O)cc(OC)c1OC
29	Cc1cc(NC(=O)/C=C\C(=O)O)c([N+](=O)[O-])cc1C
30	O=C1CC(c2ccccc2)CC(=O)N1c1ccc(C(F)(F)F)cc1
31	O=C(c1ccc(N2CCCC2=O)cc1)N1CCN(c2ccccc2)CC1
32	Cc1ccc2c(c1)c(-c1csc(N)n1)c(C)n2C
Screen / compound no. | 25 | 26 | 27 | 28 | 29 | 30 | 31 | 32
M5 ag | -3 | -3 | 5 | 0 | -1 | 1 | 1 | -3
M4 PAM | -6 | -2 | 15 | 0 | 0 | 2 | 6 | 8
CHRM5 antagonist | -2 | -1 | 0 | 11 | -2 | 10 | 11 | 2
M4 ag | -2 | 0 | 3 | 6 | 3 | 1 | 1 | 2
M1 ag parental | 1.1 | -0.1 | 1.3 | 2.7 | 1.4 | 0.3 | 0.5 | 1.1
CHO-K1 Ca antag | -10 | -4 | -5 | 0 | -8 | -16 | 14 | -12
CHRM4 antagonist | 8 | -6 | 0 | -1 | -3 | -4 | -5 | -10
M5 PAM | -4 | 11 | 0 | -8 | 10 | 4 | 45* | 6
CHO-K1 Ca PAM | 6 | 17 | 15 | 7 | 11 | 9 | -7 | 16

33	COc1cccc(C2c3[nH]c4ccccc4c3C[C@H]3C(=O)N(c4ccccc4C(=O)N4CCC(C(=O)O)CC4)C(=O)N23)c1 (stereo partly specified)
34	COc1ccc2[nH]c(=O)c(CNc3cccc(C)c3)cc2c1
35	NS(=O)(=O)c1cc(C(=O)OCC(=O)Nc2ccc(Cl)cc2[N+](=O)[O-])ccc1Cl
36	Cc1ccc(NC(=O)CCc2nc(-c3cccs3)no2)c(Br)c1
37	COc1ccc(S(=O)(=O)N2CCN(Cc3ccc(Cl)cc3)CC2)cc1
38	CN(CC(=O)Nc1ccc(OC(F)(F)F)cc1)C(=O)/C=C/c1cc2c(cc1[N+](=O)[O-])OCO2
39	O=C(CCCn1c(=O)c2cccn2c2cccnc21)NCc1cccc(Br)c1
40	CC(C)CNC(=O)COC(=O)c1n[nH]c2ccccc12
Screen / compound no. | 33 | 34 | 35 | 36 | 37 | 38 | 39 | 40
M5 ag | 2 | 0 | 0 | -4 | -2 | 0 | -6 | 1
M4 PAM | 6 | -1 | -6 | 3 | -7 | 5 | 1 | 5
CHRM5 antagonist | 5 | 0 | -11 | 6 | 1 | 13 | 0 | 3
M4 ag | 2 | 2 | 10 | 2 | 4 | 2 | 2 | 3
M1 ag parental | -0.2 | 3.7 | 4.5 | 3.7 | 3.0 | 0.7 | 0.7 | 1.2
CHO-K1 Ca antag | -5 | -4 | -5 | -12 | -12 | -11 | 2 | -6
CHRM4 antagonist | -6 | 5 | -13 | 3 | 13 | -1 | -12 | -2
M5 PAM | 5 | -2 | 2 | -4 | -11 | 0 | 3 | 0
CHO-K1 Ca PAM | 15 | 22 | 8 | 5 | 9 | 7 | -12 | 15

41	CC(=O)c1sc(NC(=O)C2CCN(c3ncnc4sc(C)c(C)c34)CC2)nc1-c1ccccc1
42	O=C(COC(=O)c1cccnc1Cl)Nc1cc(S(=O)(=O)N2CCCCC2)ccc1Cl
43	Fc1ccc(Nc2nc(-c3ccncc3)nc3ccccc23)cc1F
44	Cc1ccc(NC(=O)COC(=O)C2CCC(=O)N2)c(S(=O)(=O)N2CCOCC2)c1 (stereo unspecified)
45	Cc1ccc(Oc2coc3cc(OC(=O)c4cccs4)ccc3c2=O)cc1
46	CCCC(=O)c1ccc(N2CCN(C(=O)c3cccs3)CC2)c(F)c1
47	COC(=O)c1sc(N)c(C(=O)OC)c1COC(=O)[C@@H](NS(=O)(=O)c1cccc(Cl)c1)C(C)C
48	CC(=O)N1C[C@H]2CON(C)[C@H]2C[C@H]1c1cccc(-c2cc(Cl)cc(Cl)c2)c1
49	Cc1noc(C)c1C(=O)Nc1ccc(-c2nnc3n2CCCCC3)cc1
50	CCC/C(=C1/C(=O)CC(C)(C)C(C(=O)OC)C1=O)N1CCCC1 (stereo unspecified)
Screen / compound no. | 41 | 42 | 43 | 44 | 45 | 46 | 47 | 48 | 49 | 50
M5 ag | 1 | 5 | -3 | -11 | -3 | 5 | -1 | 1 | -1 | -3
M4 PAM | 3 | -16 | -3 | 4 | 3 | -16 | -4 | -3 | 1 | 10
CHRM5 antagonist | 4 | 12 | 4 | -1 | -5 | 23 | -1 | -1 | -4 | -6
M4 ag | 1 | 12 | 1 | 1 | -2 | 24 | 4 | 2 | 0 | 1
M1 ag parental | 1.7 | 7.0 | 0.5 | 0.3 | 0.1 | 15* | 1.0 | 0.8 | 0.0 | 0.2
CHO-K1 Ca antag | 7 | 13 | -2 | -14 | 6 | 11 | -1 | -9 | -6 | -9
CHRM4 antagonist | -10 | 6 | 2 | -7 | -2 | 16 | 8 | 10 | -7 | -26
M5 PAM | -3 | -12 | 1 | 14 | -6 | -19 | 2 | -2 | 2 | 8
CHO-K1 Ca PAM | 10 | -21 | 6 | 11 | 6 | -11 | 8 | 14 | 3 | 6
